# Screens from PubChem BioAssay.
# STEP inh – inhibitors of human striatal-enriched phosphatase STEP; P54829; actives 0.25% (n = 360,000); recombinant STEP, OMFP fluorogenic substrate, fluorescence; inhibition, % at 20 µM;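 active means inhibition at 20 µM, scaled per plate between control wells, above about 37%, limit read from the data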;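 further: 0% = DMSO with enzyme and substrate and 100% = substrate only without enzyme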
#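 Material: STEP (striatal-enriched tyrosine phosphatase) enzyme, cell-free; Compound dosing: 20 µM single dose in 1% DMSO; Technique: fluorescence read at 480 nm ex / 540 nm em; Times: reaction 20 min, ambient temperature; Medium: 50 mM Bis-Tris pH 6.0 with 2.5 mM DTT and 0.005% Tween 20; Also added: OMFP at 25 µM.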
# DNMT1 block – blocks human DNA methyltransferase DNMT1 | DNMT1 molecular beacon, Hinp1I cleavage, fluorescence | inhibition (reported as % activation of signal), % at 10 µM | actives 0.83% (n = 360,000) | AID 588458; in the data active means inhibition above about 50%
# Target sequence (P26358 504-1616 limits assumed): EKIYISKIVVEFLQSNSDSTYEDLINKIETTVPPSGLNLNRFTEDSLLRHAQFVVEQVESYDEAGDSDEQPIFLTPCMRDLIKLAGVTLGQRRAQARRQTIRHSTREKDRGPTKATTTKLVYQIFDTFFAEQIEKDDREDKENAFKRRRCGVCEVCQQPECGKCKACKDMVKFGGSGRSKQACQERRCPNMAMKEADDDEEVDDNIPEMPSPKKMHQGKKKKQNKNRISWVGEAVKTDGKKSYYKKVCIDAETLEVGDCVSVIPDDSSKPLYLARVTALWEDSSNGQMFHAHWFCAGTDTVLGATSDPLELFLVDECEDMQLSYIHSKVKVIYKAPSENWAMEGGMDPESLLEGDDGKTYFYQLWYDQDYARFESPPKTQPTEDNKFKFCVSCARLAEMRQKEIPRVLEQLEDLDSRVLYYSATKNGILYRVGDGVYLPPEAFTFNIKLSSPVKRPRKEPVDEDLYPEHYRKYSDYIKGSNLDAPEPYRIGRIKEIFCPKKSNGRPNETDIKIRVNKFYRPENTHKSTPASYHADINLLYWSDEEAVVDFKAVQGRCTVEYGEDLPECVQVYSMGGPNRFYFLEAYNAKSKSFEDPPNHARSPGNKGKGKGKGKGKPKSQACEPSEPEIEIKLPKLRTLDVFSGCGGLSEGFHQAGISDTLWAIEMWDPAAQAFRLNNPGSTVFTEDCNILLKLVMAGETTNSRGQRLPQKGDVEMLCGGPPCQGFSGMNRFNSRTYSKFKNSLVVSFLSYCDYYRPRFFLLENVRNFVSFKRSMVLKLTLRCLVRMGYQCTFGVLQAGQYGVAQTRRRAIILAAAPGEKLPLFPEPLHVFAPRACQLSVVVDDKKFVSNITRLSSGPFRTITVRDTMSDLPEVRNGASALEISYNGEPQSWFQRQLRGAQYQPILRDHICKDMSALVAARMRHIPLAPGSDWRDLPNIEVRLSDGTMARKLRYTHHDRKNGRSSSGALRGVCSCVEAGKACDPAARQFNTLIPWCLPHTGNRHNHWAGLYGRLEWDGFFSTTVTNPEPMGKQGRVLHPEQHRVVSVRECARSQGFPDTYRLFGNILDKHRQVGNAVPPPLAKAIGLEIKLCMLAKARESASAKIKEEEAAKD
# SUMO1-SIM PPI – alters human SUMO1 binding to SIM partners; P63165; SUMO1 binding to a labelled peptide, TR-FRET, 1 h; inhibition, % at 20 µM; actives 0.33% (n = 360,000); AID 602429; in the data active means inhibition above about 37%
# CSN inh – inhibitors of human CSN-mediated cullin deneddylation | inhibition, % at 12.5 µM | actives 0.38% (n = 360,000) | Purified CSN, SCF-Nedd8-OG deneddylation, fluorescence polarization | Q92905;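 active means pattern-corrected inhibition above about 35%, with an unprinted fluorescence ratio check between 0.5 and 1.5, limit read from the data, passing the limit was not always enough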;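 further: 0% = enzyme with substrate and 100% = substrate without enzyme; some results filed as inactive read as strong as hits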
#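 Test system: purified human Csn5 enzyme expressed in HEK293T cells. Amount: 0.24 nM enzyme. Reagent: SCFSkp2-Nedd8OG substrate at 10 nM final. Schedule: 90 min incubation of compound, enzyme and substrate at room temperature. Detection: fluorescence polarization. Read-out: % inhibition of substrate cleavage by Csn5.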
# Scp1 inh – Scp-1 (human) phosphatase inhibition; Q9GZU7; Recombinant Scp1, phosphopeptide, malachite green phosphate absorbance; inhibition, % at 20 µM; actives 0.88% (n = 340,000); AID 493091;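 active means inhibition above about 50% at 20 µM, limit read from the data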;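 further: plate controls were DMSO wells with enzyme for no effect and wells lacking enzyme for full effect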
#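 Test system: SCP-1 catalytic domain; Buffer or medium: Acidic Tris acetate buffer with magnesium and detergent; Also added: Phosphorylated 17-residue peptide substrate; Compound: single 20 µM dose, 1% DMSO; Schedule: enzyme reaction 45 min at room temperature, colour 5 min, stabilisation 30 min; Signal: Phosphate-binding colour reagent, absorbance read at 630 nm.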
# LMPTP block – blocks human LMPTP phosphatase; recombinant LMPTP-A, OMFP fluorogenic substrate, fluorescence intensity; inhibition, % at 20 µM; actives 0.22% (n = 360,000);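 active means compounds that cut the enzyme signal by at least half of the control window in the single-dose screen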;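 further: plate controls were DMSO wells with enzyme plus substrate for no effect and substrate without enzyme for full effect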
#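 test system = LMPTP-A | amount = 0.625 nM LMPTP-A final | reagent = fluorogenic phosphatase substrate OMFP at 400 µM final | incubation = 50 min at room temperature | benchmarks = no-enzyme low control, uninhibited high control | medium = Bis-Tris pH 6.0, DTT, detergent | signal = fluorescence intensity of OMFP turnover product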
# MLLE-PAM2 inh – inhibitors of microRNA-mediated deadenylation, human PABP1 MLLE binding. P11940. GST-MLLE / FITC-PAM2 fluorescence polarization. inhibition, % at 20 µM. actives 0.36% (n = 360,000). AID 588489; in the data active means inhibition above about 35%, passing the limit was not always enough;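 further: plate controls were DMSO wells with GST-MLLE for no effect and wells lacking GST-MLLE protein for full effect; some results filed as inactive read as strong as hits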
# NadD inh – inhibitors of Staphylococcus aureus NadD; actives 0.78% (n = 360,000); AID 602399; inhibition, % at 20 µM; purified NadD enzyme, colorimetric absorbance read-out; in the data active means inhibition above about 26%; further: some compounds past the cut are filed as inactive
# Rpn11 inh – inhibitors of human proteasome Rpn11. human 26S proteasome, Ub4-pepOG fluorescence polarization; 20S core pre-blocked with epoxomicin. actives 0.59% (n = 360,000). calls only at 20 µM. AID 588493. O00487;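 active means inhibition at 20 µM, scaled to each plate's controls, above about 33%, limit read from the data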
# Tb MetRS inh – Trypanosoma brucei MetRS inhibition; AID 624268; purified T. brucei MetRS, ATP depletion, Kinase-Glo luminescence; actives 0.4% (n = 360,000); inhibition, % at 11.9 µM;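 active means inhibition above a per-plate cutoff of the control wells' mean inhibition plus 3 SD, cut at about 5.5% in these data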;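 further: 0% = DMSO wells median and 100% = median of wells with control inhibitor compound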
#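 Material – parasite MetRS enzyme · Medium – HEPES-MgCl2-KCl buffer plus DTT, spermine, BSA, pyrophosphatase · Reagent – ATP, methionine and E. coli bulk tRNA substrates · Times – 15 min enzyme-compound preincubation, 2 h reaction, 10 min detection, 25 °C · Measured by – luminescence of leftover ATP · Evaluation – percent inhibition relative to median high and low control wells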
# Active calls of the source: *; i = inactive; x = not tested or not shown; + = active, no number. Outcome played no part in choosing rows; overall some 3.6% were active at least once.
canonical_smiles	SUMO1-SIM PPI	DNMT1 block	MLLE-PAM2 inh	CSN inh	Tb MetRS inh	NadD inh	STEP inh	LMPTP block	Rpn11 inh	Scp1 inh
Cc1ccc(-c2nnc(-c3cccc(NC(=O)c4cccs4)c3)o2)cc1	2.0	0.3	5.3	6.3	0.3	-2.6	4.2	5.7	i	-10.9
Cc1ccc(OCCC(=O)OCC(=O)N2CCN(S(=O)(=O)c3ccc(C)cc3)CC2)cc1	0.0	-1.6	0.8	0.3	-0.3	-0.8	0.7	0.6	i	-4.2
O=C(C#Cc1ccccc1)c1ccccc1	-7.8	33.4	9.2	9.2	0.3	-7.5	0.7	-0.6	i	x
Cc1ccc([N+](=O)[O-])c(NC(=O)COC(=O)C2CC3CCCC(C2)C3=O)c1C (stereo not drawn)	-6.4	-0.4	-3.0	3.1	-0.4	-1.6	-0.8	-0.7	i	1.1
CC(=O)Nc1nc(NC(=O)/C=C/c2ccccc2)n(-c2ccccc2)n1	-6.9	19.4	5.3	-1.6	-0.3	-1.9	-1.5	-2.7	i	-0.9
C/C(Cn1cnc([N+](=O)[O-])n1)=N\NC(=O)c1ccccc1O	-16.9	-0.2	7.3	-8.9	0.0	-3.2	-0.8	-1.6	i	-4.9
Cc1cc(C)nc(/N=C(\N)Nc2ccc(S(=O)(=O)O)cc2)n1	0.1	4.4	-8.5	-14.8	-1.0	-0.2	-0.6	-2.0	i	-4.5
O=[N+]([O-])c1ccc(NC(=S)N2CCc3ccccc32)cc1	-29.7	-1.4	-51.9	-2.2	-0.5	-3.8	-1.7	-1.4	i	-6.9
COc1ccc2c(OC)cc(=O)n(C)c2c1	0.1	3.2	9.3	1.0	0.0	-2.9	1.4	-1.3	i	-6.5
Cc1ccc(S(=O)(=O)NCC(=O)OCC(=O)N(Cc2ccccc2)C(C)(C)C)cc1	1.1	-3.3	-7.4	-6.7	-0.5	-8.1	-1.6	-0.4	i	-6.5
CC1CC(C)(C)n2c(O)c(N=NC(N)=S)c3cccc1c32 (stereo not drawn)	-17.5	0.4	-28.8	0.7	0.4	-1.1	0.2	1.0	i	-4.1
COc1ccc2c(c1OC)C(=O)OC2Nc1nc2ccccc2s1 (stereo not drawn)	1.6	1.4	15.2	-0.2	-0.4	-6.8	0.7	0.0	i	-3.8
O=C(O)c1cccc(NS(=O)(=O)c2cccc3cccnc23)c1	8.5	0.7	-1.8	-6.8	-0.3	-1.8	1.1	-0.9	i	-3.1
CCOC(=O)c1sc(NC(=O)CSc2nc3cccnc3n2C)nc1C	17.7	0.6	-9.4	6.0	0.1	-5.9	-0.9	0.7	i	-5.2
CCCCNC(=O)C1(C)CCN1C(=O)c1ccc(OC)c(F)c1 (stereo not drawn)	-3.2	2.7	-5.1	-8.8	0.1	2.5	-0.1	0.3	i	x
CN(c1ccc(C(=O)N2CCN(Cc3ccc4c(c3)OCO4)CC2)cc1)S(C)(=O)=O	-4.4	-1.3	6.0	-13.1	-0.9	-7.8	0.0	-1.0	i	-0.3
Cc1ccccc1/C=N/Nc1nc2ccccc2[nH]1	-6.4	3.8	-83.6	-7.2	1.6	-1.1	0.6	3.5	i	-1.4
O=C(N/N=C\c1cccnc1)c1ccc(Br)s1	-22.7	3.5	12.2	-0.1	-0.3	-1.9	-0.9	0.4	i	-2.4
CCCSc1nnc(CSc2nc(C)cc(C)n2)n1C	1.8	0.1	-7.2	-1.8	-0.7	-5.3	-2.7	-1.1	i	-3.0
CCOC(=O)C(CSCC(=O)c1ccc(Cl)cc1Cl)NC(=O)OC(C)(C)C (stereo not drawn)	-1.9	-4.2	48.7*	3.7	-0.8	3.3	0.7	-0.5	i	-14.5
COc1cc(S(=O)(=O)NCc2cccnc2)c(OC)cc1Br	-6.6	1.3	4.9	-0.1	-0.9	-0.3	-0.7	-0.9	i	-5.8
CC(O)(c1cccc(F)c1)c1nc(-c2ccc(Cl)cc2)cs1 (stereo not drawn)	1.3	-9.7	6.6	1.0	-0.4	-8.4	-2.6	1.6	i	x
CC(=O)Nc1cccc(C(=O)NC(C)c2ccc(-n3ccnc3)cc2)c1 (stereo not drawn)	-32.5	-1.8	-12.8	1.3	-0.6	4.6	-3.9	-8.5	i	-10.1
CC(C)[C@H](NC(=O)NCc1ccc(F)cc1)C(=O)O	-2.7	-1.4	4.0	0.1	-0.2	-9.1	1.3	-1.9	i	-2.7
CCc1ccc(NC(=S)N2CCC(NC(=O)c3ccccc3OC)CC2)cc1	7.2	0.0	-115.3	3.6	-0.7	0.3	1.6	-0.3	i	8.9
CCOC(=O)C1(C)CCN1C(=O)c1cccc(OC)c1 (stereo not drawn)	-3.3	0.2	-4.1	0.5	0.3	5.3	-0.6	0.0	i	x
CCc1nc(SCC(=O)O)c(C#N)cc1C	3.8	0.0	-5.9	2.4	-0.6	0.2	-2.8	-0.1	i	0.3
Cc1cccc(NC(=O)CSc2nc(=O)n3ccccc3n2)c1C	0.6	-0.6	-5.0	6.0	-0.3	-1.2	-0.5	-0.8	i	-4.9
Cc1nc(NC(=O)c2ccccc2)sc1-c1cc(C(=O)NCCO)nn1Cc1ccccc1	-2.7	x	x	4.2	-0.8	x	x	0.1	x	x
NC(c1csc(Nc2cc(NCc3ccco3)ncn2)n1)c1ccccc1Cl (stereo not drawn)	-1.2	-39.2	-15.0	6.9	-0.3	29.6	-1.6	0.2	i	x

# Additional structures.
canonical_smiles	SUMO1-SIM PPI	DNMT1 block	MLLE-PAM2 inh	CSN inh	Tb MetRS inh	NadD inh	STEP inh	LMPTP block	Rpn11 inh	Scp1 inh
CC(OC(=O)/C=C/c1ccccc1Cl)C(=O)NC1CCCCC1C (stereo not drawn)	4.1	10.1	-5.7	-0.6	-0.1	-5.3	3.1	0.0	i	11.2
O=C(/C=C/c1cccc([N+](=O)[O-])c1)N1CCN(c2ccccn2)CC1	-30.7	-2.3	-13.9	-5.0	0.1	-1.4	1.5	0.1	i	1.1
Cc1ccc2ncccc2c1NS(=O)(=O)c1ccccc1	-3.5	-2.6	-110.5	-1.7	0.6	5.3	0.5	-1.7	i	3.4
O=C(c1ccccn1)N1CCCC(N2CCN(c3ccc(F)cc3)CC2)C1 (stereo not drawn)	0.8	2.5	-5.0	1.6	-0.7	-1.3	-0.1	0.0	i	-7.4
Nc1c(N(CCC2=CCCCC2)C(=O)c2ccco2)c(=O)[nH]c(=O)n1Cc1ccccc1	4.9	-4.2	-9.7	-0.2	-0.2	5.7	-4.2	-0.3	i	-2.7
COc1ccc(-c2cc(C3CCN(c4ncccc4[N+](=O)[O-])CC3)[nH]n2)cc1	-18.9	-8.3	6.8	-2.8	0.0	-2.8	-3.6	3.3	i	-3.6
CCc1noc(C)c1C(=O)N(CC)CC(=O)NCc1ccc(F)cc1	8.7	6.5	1.2	0.0	-0.2	-9.4	-0.9	-0.6	i	x
Cc1ccccc1C(=O)Nc1ccc2c(c1)OCO2	3.3	0.9	5.1	-3.9	0.7	-0.5	-3.5	0.0	i	2.6
CC(C)CCNC(=O)C1CCN(S(=O)(=O)c2ccc3c(c2)CC(C)N3C(=O)C2CCC2)CC1 (stereo not drawn)	1.5	-6.4	-1.4	1.4	-0.9	2.5	-0.2	-0.2	i	-44.4
COc1cc(OC)cc(C(=O)NC(C(=O)Nc2ccc3c(c2)OCCO3)C(C)C)c1 (stereo not drawn)	0.9	-24.0	-8.0	-3.6	-0.4	2.0	1.3	0.8	i	-8.6
O=C(CCCN1C(=O)/C(=C/c2ccccc2Cl)SC1=S)N1CCOCC1	-22.1	-0.7	22.5	1.7	-0.1	-1.2	5.2	0.9	i	-8.0
COCCNC(=O)C1(C)CCN(Cc2csc(-c3ccc(Cl)cc3)n2)C1 (stereo not drawn)	-8.7	1.0	0.6	-4.3	-0.3	3.1	-0.4	-0.9	i	x
CN(C)S(=O)(=O)c1ccc(NC(=O)C2CCCN(C(=O)c3ccc(Cl)cc3)C2)cc1 (stereo not drawn)	0.1	-1.6	11.2	-5.5	-1.2	-2.8	-5.0	-0.9	i	-7.3
COc1ccc(NC(=O)CCNC(=O)Cn2ccc3ccccc3c2=O)cc1OC	2.0	-0.8	2.9	1.8	-0.6	-6.0	-0.6	-0.7	i	-2.3
C=CCN1C=C2C(=O)C(C)(OC(=O)CCc3ccccc3)C(=O)C=C2C=C1c1ccc(C#N)cc1 (stereo not drawn)	-13.1	-4.9	-5.5	1.7	-0.2	10.3	2.2	0.7	i	-2.3
Cc1cccc2sc(NC(=O)C3c4ccccc4Oc4ccccc43)nc12	1.5	-11.8	9.8	-3.7	-0.2	-4.0	0.3	4.4	i	-2.2
COc1ccc(C2CC(c3c(Cl)cccc3Cl)n3nc(N)nc3N2)cc1 (stereo not drawn)	8.7	-0.1	-1.6	-2.7	0.6	8.4	-4.0	-1.8	i	7.2
CCC(C)(C)NC(=O)C(c1cccn1C)N(Cc1ccc(C)cc1)C(=O)Cn1nnc2ccccc21 (stereo not drawn)	-0.8	11.7	3.0	-4.7	-0.8	-1.8	-13.0	-2.3	i	3.8
COc1ccc(-c2ccc3c(c2)S(=O)(=O)c2cccc(C(=O)N4CCN(c5c(Cl)cncc5Cl)CC4)c2C3=O)cc1OC	-21.2	-8.3	17.9	21.0	-0.3	44.2*	2.9	3.0	+	10.6
COc1ccc(C(C(=O)NCC2CCCO2)N(C(=O)c2snc(C(N)=O)c2N)c2ccc(C)cc2)cc1OC (stereo not drawn)	-15.1	-0.9	13.2	5.8	0.0	-7.8	-0.4	0.9	i	-5.5

# Compounds listed so far containing a furan ring, fused or not (2):
canonical_smiles	SUMO1-SIM PPI	DNMT1 block	MLLE-PAM2 inh	CSN inh	Tb MetRS inh	NadD inh	STEP inh	LMPTP block	Rpn11 inh	Scp1 inh
NC(c1csc(Nc2cc(NCc3ccco3)ncn2)n1)c1ccccc1Cl (stereo not drawn)	-1.2	-39.2	-15.0	6.9	-0.3	29.6	-1.6	0.2	i	x
Nc1c(N(CCC2=CCCCC2)C(=O)c2ccco2)c(=O)[nH]c(=O)n1Cc1ccccc1	4.9	-4.2	-9.7	-0.2	-0.2	5.7	-4.2	-0.3	i	-2.7
